# Screening results deposited in PubChem BioAssay by The Scripps Research Institute Molecular Screening Center.
# PAFAH1B3 inh: PAFAH1B3 enzyme inhibitors, primary screen, biochemical, fluorescence polarization, human | AID 492972, 2010 | inhibition, % at 3.39 µM | recombinant PAFAH1B3, FP-rhodamine probe | Platelet-activating factor acetylhydrolase IB subunit alpha1 (Homo sapiens), Q15102 | hit rate 0.28% among 340,000;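 active = inhibition above the screen-wide average of all tested compounds plus 3 SD, cut at about 25% in these data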;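 also: 0% = enzyme with DMSO only and 100% = wells lacking PAFAH1B3 protein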
# PAD4 FP inh: human PAD4 inhibitors, primary screen, biochemical, fluorescence polarization, 1536-well format; Protein-arginine deiminase type-4 (Homo sapiens), Q9UM07; recombinant PAD4, RCA probe fluorescence polarization; inhibition, % at 6.36 µM; hit rate 0.41% among 330,000; AID 485272, 2010;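 active = percent inhibition above a cutoff equal to the mean of all tested compounds plus 3 SD, cut at about 15% in these data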;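 also: 0% = PAD4 with RCA probe and DMSO and 100% = probe without PAD4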
# PREPL inh: PREPL enzyme inhibitors, primary screen, biochemical, fluorescence polarization. recombinant PREPL, fluorescence polarization activity-based probe. hit rate 0.68% among 320,000. inhibition, % at 5.96 µM. Prolyl endopeptidase-like (Homo sapiens), Q4J6C6; in the data active = inhibition above about 43%;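 also: 0% = enzyme with DMSO and 100% = wells lacking enzyme; many of its hits are not listed in these tables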
# Target sequence (Q4J6C6 whole entry, looked up): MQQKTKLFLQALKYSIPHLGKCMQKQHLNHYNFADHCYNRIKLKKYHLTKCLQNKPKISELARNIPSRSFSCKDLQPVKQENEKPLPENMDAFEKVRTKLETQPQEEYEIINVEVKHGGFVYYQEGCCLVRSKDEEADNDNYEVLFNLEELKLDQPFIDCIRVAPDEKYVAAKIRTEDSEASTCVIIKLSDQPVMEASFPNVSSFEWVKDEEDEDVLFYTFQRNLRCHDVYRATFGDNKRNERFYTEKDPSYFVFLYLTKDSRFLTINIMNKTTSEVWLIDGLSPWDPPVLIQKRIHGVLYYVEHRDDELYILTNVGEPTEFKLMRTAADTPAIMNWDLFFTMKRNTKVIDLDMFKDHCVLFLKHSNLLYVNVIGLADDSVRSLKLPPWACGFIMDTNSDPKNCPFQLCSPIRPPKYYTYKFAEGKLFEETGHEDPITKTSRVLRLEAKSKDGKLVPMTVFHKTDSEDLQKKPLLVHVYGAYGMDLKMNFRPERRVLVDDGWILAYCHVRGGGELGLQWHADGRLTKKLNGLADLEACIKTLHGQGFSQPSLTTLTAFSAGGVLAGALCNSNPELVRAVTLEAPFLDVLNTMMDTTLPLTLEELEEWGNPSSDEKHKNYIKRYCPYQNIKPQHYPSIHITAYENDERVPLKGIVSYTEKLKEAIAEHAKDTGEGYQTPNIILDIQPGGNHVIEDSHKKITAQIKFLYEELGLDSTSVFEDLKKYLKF
# EBNA-1 inh: EBNA-1 DNA-binding inhibitors, primary screen, biochemical, fluorescence polarization; AID 1950, 2009; inhibition, % at 14.8 µM; hit rate 0.34% among 300,000; in the data active = inhibition above about 28%
# ZTA counter: counter-screen for EBNA-1 inhibitors: inhibitors of Epstein-Barr virus ZTA | P03206 | ZTA-DNA binding, fluorescence polarization | inhibition, % at 11 µM | hit rate 0.15% among 320,000 | AID 2234; in the data active = inhibition above about 33%
# PAFAH2 inh: PAFAH2 enzyme inhibitors, primary screen, biochemical, fluorescence polarization, human; Platelet-activating factor acetylhydrolase 2, cytoplasmic (Homo sapiens), Q99487; recombinant PAFAH2, FP-rhodamine activity probe; inhibition, % at 3.39 µM; hit rate 0.99% among 340,000; AID 492956, 2010;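 active = inhibition above the mean over all tested compounds plus 3 SD, cut at about 30% in these data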;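 also: inhibitors block probe labeling of enzyme so polarization drops; 0% = enzyme with DMSO and 100% = wells lacking PAFAH2 protein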
# GSTO1 counter: inhibitors of recombinant GSTO1, primary screen, counter-screen for RBBP9 inhibitor project, biochemical, fluorescence polarization; activity-based probe fluorescence polarization; hit rate 1.1% among 300,000; Glutathione S-transferase omega-1 (Homo sapiens), P78417; inhibition, % at 5.96 µM;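 active = inhibition above the campaign mean inhibition plus 3 SD, cut at about 35% in these data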;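 also: 0% = GSTO1-1 with DMSO and 100% = wells lacking GSTO1-1 enzyme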
# Target sequence (P78417 whole entry, looked up): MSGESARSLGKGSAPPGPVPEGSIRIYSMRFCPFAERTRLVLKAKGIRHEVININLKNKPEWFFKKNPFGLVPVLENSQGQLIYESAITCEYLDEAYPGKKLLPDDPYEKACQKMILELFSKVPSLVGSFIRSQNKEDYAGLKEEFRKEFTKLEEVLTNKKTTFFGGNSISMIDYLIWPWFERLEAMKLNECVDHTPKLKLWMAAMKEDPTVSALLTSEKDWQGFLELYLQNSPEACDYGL
# LYPLA1 inh: LYPLA1 inhibitors, primary screen, counter-screen for PME1 inhibitor project, biochemical, fluorescence polarization, FP-Rh probe ABPP; Acyl-protein thioesterase 1 (Homo sapiens), O75608; recombinant LYPLA1; inhibition, % at 5.9 µM; hit rate 0.16% among 320,000;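 active = inhibition above the mean of all tested compounds plus 3 SD, set per campaign, cut at about 14% in these data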;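 also: inhibitors block serine hydrolase probe labeling of LYPLA1 so polarization falls; 0% = enzyme with DMSO and 100% = wells lacking LYPLA1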
# LYPLA2 inh: LYPLA2 inhibitors, primary screen, counter-screen for PME1 inhibitor project, biochemical, fluorescence polarization, FP-Rh probe ABPP; Acyl-protein thioesterase 2 (Homo sapiens), O95372; recombinant LYPLA2; inhibition, % at 5.9 µM; hit rate 0.38% among 320,000; AID 2177, 2009;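 active = inhibition above the screen-wide mean plus 3 SD, limit set per campaign, cut at about 26% in these data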;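 also: 0% = LYPLA2 with DMSO and 100% = wells lacking LYPLA2 enzyme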
# An asterisk follows results filed as active; . = no result given. These rows are one share of the data, so the mix of outcomes need not match the whole.
item	structure	PAFAH1B3 inh	PAD4 FP inh	PREPL inh	EBNA-1 inh	ZTA counter
1	O=C(CSc1ccccn1)Nc1cccc(NC(=O)CSc2ccccn2)n1	-4	-8	-13	-11	-1
2	O=C(CCc1ccc(S(=O)(=O)NCc2ccccc2)cc1)NCc1ccc2c(c1)OCO2	-11	-1	-1	0	5
3	CC1(C)OC2C(O1)[C@@H](CO)O[C@H]2n1cnc2c(N)ncnc21 (stereo partly drawn)	4	4	2	0	-9
4	COc1ccc(C(=O)CNc2ccccc2Br)cc1	4	0	10	5	16
5	O=C(O)c1ccc(Cn2cc(/C=C\[N+](=O)[O-])c3ccccc32)o1	6	-6	19	6	5
6	O=C1CN(C(=S)Nc2ccc(OC(F)F)cc2)CCN1	3	0	0	3	-1
7	CCOc1ccc(N(CC(=O)OC)S(=O)(=O)c2ccc3c(c2)n(C)c(=O)c(=O)n3C)cc1	1	5	6	-11	-15
8	Cc1ccc(CN(C)CCc2ccccn2)cc1	5	6	21	6	-12
9	CSc1cccc(NC(=O)CN(C)S(=O)(=O)c2ccc(F)cc2)c1	-3	0	-4	-3	1
10	COc1ccc(-c2cc(C(=O)NCCN3CCOCC3)c3ccccc3n2)cc1	-6	0	-7	0	5
11	O=C(/C=C/c1ccccc1)NC1CC2CCCC(C1)N2Cc1ccccc1 (stereo not drawn)	.	-2	-16	-19	-4
12	Cc1ccc(S(=O)(=O)N(CCC(=O)O)Cc2ccc(Cl)cc2)cc1	8	6	17	-2	-13

item	PAFAH2 inh	GSTO1 counter	LYPLA1 inh	LYPLA2 inh
1	-5	2	-1	3
2	-8	8	0	3
3	-3	8	1	-3
4	4	8	1	1
5	8	-2	-2	-7
6	-3	5	1	7
7	10	-4	-1	0
8	4	-3	-5	2
9	-7	5	0	3
10	-8	0	1	-5
11	.	1	1	0
12	0	7	0	4

# More structures:
item	structure	PAFAH1B3 inh	PAD4 FP inh	PREPL inh	EBNA-1 inh	ZTA counter
13	CCOC(=O)N1CCN(C(=O)c2cccc(NS(=O)(=O)c3ccc(F)c(F)c3)c2)CC1	3	-11	9	11	-3
14	COc1ccc(OC)c(S(=O)(=O)N2CCCC(C(=O)N3CCCC3)C2)c1 (stereo not drawn)	-6	-11	8	-5	-15
15	O=C1C(Cl)=C(N2CCCCCC2)C(=O)N1c1ccccc1Cl	2	-7	-1	7	-13
16	CCCCC(=O)NC(=S)Nc1ccccc1C(=O)Nc1ccccc1	8	-2	19	9	2
17	CCN(c1ccccc1)S(=O)(=O)c1ccc(C(=O)Nc2ccccc2OC)cc1	8	-1	13	.	.
18	Cc1cc(C)c2c(N)c(C(=O)Nc3nccs3)sc2n1	11	-1	4	14	-1
19	CC(C)NC(=O)NNc1c(Cl)cncc1Cl	.	-2	1	-12	-1
20	Nc1ncnc2c1ncn2CCN1CCOCC1	7	-8	-4	-10	-5
21	CC(O)c1nc2ccccc2n1C(C)c1ccccc1 (stereo not drawn)	4	0	7	12	1
22	CCCn1nnc(NC(=O)c2cc3ccccc3o2)n1	-4	-2	13	-1	1
23	O=C(COc1ccccc1)Nc1nnc(-c2ccc(F)cc2)o1	-2	-1	2	3	-5
24	COc1ccc(COC(=O)CCS(=O)(=O)c2ccc(C)cc2)cc1F	1	0	-20	-5	0

item	PAFAH2 inh	GSTO1 counter	LYPLA1 inh	LYPLA2 inh
13	-3	-1	2	-4
14	4	-2	3	-3
15	6	20	1	10
16	-9	2	0	2
17	9	.	.	.
18	7	-2	17*	0
19	.	-3	-1	-5
20	-2	-2	5	12
21	-5	7	1	8
22	4	-6	-2	-1
23	-2	20	-3	1
24	5	15	-6	-5

# 6 records drawn at random from the list so far:
item	structure	PAFAH1B3 inh	PAD4 FP inh	PREPL inh	EBNA-1 inh	ZTA counter
21	CC(O)c1nc2ccccc2n1C(C)c1ccccc1 (stereo not drawn)	4	0	7	12	1
19	CC(C)NC(=O)NNc1c(Cl)cncc1Cl	.	-2	1	-12	-1
18	Cc1cc(C)c2c(N)c(C(=O)Nc3nccs3)sc2n1	11	-1	4	14	-1
20	Nc1ncnc2c1ncn2CCN1CCOCC1	7	-8	-4	-10	-5
14	COc1ccc(OC)c(S(=O)(=O)N2CCCC(C(=O)N3CCCC3)C2)c1 (stereo not drawn)	-6	-11	8	-5	-15
24	COc1ccc(COC(=O)CCS(=O)(=O)c2ccc(C)cc2)cc1F	1	0	-20	-5	0

item	PAFAH2 inh	GSTO1 counter	LYPLA1 inh	LYPLA2 inh
21	-5	7	1	8
19	.	-3	-1	-5
18	7	-2	17*	0
20	-2	-2	5	12
14	4	-2	3	-3
24	5	15	-6	-5

# New compounds follow:
item	structure	PAFAH1B3 inh	PAD4 FP inh	PREPL inh	EBNA-1 inh	ZTA counter
25	O=C(NCc1cccnc1)NC(C(F)(F)F)C(F)(F)F	3	-3	-10	-7	-11
26	O=C(O)CN1C(=O)C2C3CC(C2C1=O)C1C(c2ccc(F)cc2)c2sc(=O)[nH]c2SC31 (stereo not drawn)	9	9	10	19	-7
27	CCn1ncc(Br)c1C(=O)N(C)C12CC3CC(CC(C3)C1)C2	0	5	13	-6	-12
28	O=C(O)/C=C\c1cn(-c2ccccc2)nc1-c1cc2ccccc2o1	13	-5	-10	2	3
29	Cc1cc(O)c(C(C)C)cc1NS(=O)(=O)c1ccccc1	-7	-1	8	-2	11
30	c1cncc(-c2cccnc2)c1	4	-1	5	-1	-3
31	CCCCN(CCCC)CCCNC(=O)C1CC(c2cc(C(F)(F)F)cc(C(F)(F)F)c2)=NO1 (stereo not drawn)	17	-2	2	11	-6
32	COc1cc(/C=C2\CCn3c2nc2cc(C(=O)O)ccc2c3=O)ccc1OC(F)F	-1	3	6	-9	7
33	COc1ccc(CNC(=O)CN(C(=O)c2csnn2)c2cccc3ccccc23)cc1	-7	-2	-7	4	6
34	Cc1ccc(C(=O)NCC(c2ccc(F)cc2)N2CCOCC2)s1 (stereo not drawn)	11	6	-2	.	.
35	CCCOc1ccc(C2c3c(oc4cc(C)c(C)cc4c3=O)C(=O)N2CCCN(C)C)cc1 (stereo not drawn)	7	-7	2	-9	0
36	CCOc1ccc(N2C(=O)S/C(=C\c3cc(OC)c(OC)c(OC)c3)C2=O)cc1	.	5	2	6	8

item	PAFAH2 inh	GSTO1 counter	LYPLA1 inh	LYPLA2 inh
25	6	15	-3	-4
26	-2	4	-2	5
27	-3	19	-3	1
28	4	-35	-3	-2
29	10	-8	-2	-3
30	-5	1	-5	-4
31	0	-6	-2	-7
32	-13	-9	2	2
33	-3	1	1	7
34	-2	.	.	.
35	4	6	0	-11
36	.	-2	0	5

# Later entries:
item	structure	PAFAH1B3 inh	PAD4 FP inh	PREPL inh	EBNA-1 inh	ZTA counter
37	CC(=O)Nc1cccc(NC(=O)CSc2nc3c(=O)n(C)c(=O)n(C)c3n2C)c1	11	2	-1	-8	1
38	Cc1noc(C)c1S(=O)(=O)N(C)C[C@H]1Oc2c(NC(=O)Nc3ccccc3)cccc2C(=O)N([C@H](C)CO)C[C@@H]1C	5	-2	33	.	.
39	O=C(Nc1nnc(-c2cc(Cl)ccc2Cl)o1)c1ccco1	5	0	1	9	-10
40	Cc1ccc(NC(=O)N2CCCc3ccccc32)cc1C	6	-2	6	-6	0
41	Cc1ccc2c(C)c(C(=O)N(Cc3cccs3)C3CCS(=O)(=O)C3)oc2c1 (stereo not drawn)	-4	5	6	1	-29
42	Cc1cccc(NC(=O)CNC(=O)c2cccc(-n3cccc3)c2)c1C	0	-3	0	-6	-4
43	Nn1c(SCc2cn3ccccc3n2)nnc1-c1ccncc1	17	-2	18	-12	5
44	Cc1ccnc(NS(=O)(=O)c2ccc(NC(=O)Cc3ccc(Cl)cc3)cc2)n1	0	-3	3	14	2
45	Cc1cc(C)n2ncc(C(=O)Nc3ccc4c(c3)OCO4)c2n1	-1	-5	11	2	7
46	COC(=O)c1cc(S(=O)(=O)N2CCN(C(=O)c3ccco3)CC2)cn1C	3	2	-1	3	14
47	Cc1ccc(C)c(N(C(=O)c2csnn2)C(C(=O)NC2CCCC2)c2cccnc2)c1 (stereo not drawn)	0	-6	2	-11	0
48	CC(C)CC1Nc2ncnc(N3CCN(c4ccccn4)CC3)c2N(Cc2ccc(Cl)cc2)C1=O (stereo not drawn)	4	-2	4	.	.

item	PAFAH2 inh	GSTO1 counter	LYPLA1 inh	LYPLA2 inh
37	-1	2	2	-2
38	1	.	.	.
39	-1	1	-4	-5
40	3	1	-1	-1
41	-2	7	1	0
42	9	9	-4	0
43	-3	-3	2	1
44	-3	4	-2	-5
45	0	-9	-1	-2
46	-4	-5	-3	2
47	-11	-3	1	4
48	-1	.	.	.

# Following part:
item	structure	PAFAH1B3 inh	PAD4 FP inh	PREPL inh	EBNA-1 inh	ZTA counter
49	COc1cc(C(=O)N(C)CCOc2ccccc2)ccc1OCC(=O)Nc1cccc(C(F)(F)F)c1	-1	6	-2	-4	4
50	Cc1c(CN2CCC(n3nccc3NC(=O)CCc3ccccc3)CC2)cnn1C	12	-5	10	-12	0
51	CCN(CC)C(=O)c1ccc(COc2ccccc2Cl)o1	5	4	10	-1	1
52	C/C(=N/O)c1ccc(N2C(=O)C3C4C=CC(C3C2=O)C2C3C(=O)N(c5ccc(/C(C)=N/O)cc5)C(=O)C3C42)cc1 (stereo not drawn)	.	4	-4	11	20
53	CC(=O)Nc1ccc2c(c1)N(C(C)=O)c1ccccc1CC2	2	-5	15	13	-6
54	N#CCSc1nccc(/C=C/c2ccccc2)n1	6	-4	-33	7	-2
55	CCOc1ccc(OCC)c(S(=O)(=O)NCc2ccc3c(c2)OCO3)c1	-7	3	-12	6	7
56	CN1N=C(C(=O)Nc2ccc3c(c2)CCC3)CCC1=O	3	3	17	7	-13
57	O=C(NCCCN1CCOCC1)c1cccc(S(=O)(=O)Nc2cc(Cl)ccc2Cl)c1	8	-3	12	-7	15
58	CC(C)n1nnnc1SCC(=O)Nc1ccccc1F	3	0	-2	2	-1
59	CS(=O)(=O)N1c2ccccc2[C@]2([C@@]34C[C@H]5C(=O)N[C@@H](Cc6ccccc6)C(=O)N5[C@@H]3N(S(C)(=O)=O)c3ccccc34)C[C@H]3C(=O)N[C@@H](Cc4ccccc4)C(=O)N3[C@H]12	.	0	12	-10	0
60	COCCN(Cc1ccccc1)C(=S)Nc1ccc(Cl)cc1	-2	6	5	6	4

item	PAFAH2 inh	GSTO1 counter	LYPLA1 inh	LYPLA2 inh
49	2	-2	0	2
50	2	-1	-1	-1
51	2	-4	5	0
52	.	1	-1	-2
53	3	-6	-2	4
54	3	-6	-2	0
55	-5	-1	0	1
56	6	0	0	-2
57	-1	3	2	-2
58	-12	-5	-1	-5
59	.	-1	2	-2
60	0	0	-2	10
